# CYP2C19 act = activators of human cytochrome P450 2C19. P33261. recombinant CYP2C19, luciferin-H EGE luminescence; active compounds read high; 0 = fully inhibited enzyme, 1 = untreated enzyme. activation factor at 5 µM. 96,000 tested, under 10 active;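 active = activation factor of at least 2 at 5 µM in the primary screen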;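 note: 0 = wells with 2.5 mM tranylcypromine and 1 = vehicle-only wells; values of inactives mirror those of a sister screen read the other way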
# CYP2C9 inhib = human CYP2C9 inhibition; 20% of 96,000 active; CYP2C9 Supersomes, luciferin-H conversion, luminescence; P11712; inhibition, % at 5 µM;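 active = blocking of liver enzyme CYP2C9 beyond about 50% at 5 µM, limit read from the data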; note: values of inactives mirror those of a sister screen read the other way
# Pyk2 oligo antag = blocks oligomerization of human Pyk2 in cells | Q14289 | Q293 cells, Pyk2 FERM NanoBiT luminescence; active compounds read low | z-score (the deposit names both 25 µM and 10 µM) | 0.83% of 99,000 active;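 active = Z-score of -3 or lower, scaled per plate to the spread of control and sample wells; inactive = z-score above -3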;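 note: negative z-score means lost luminescence so less FERM oligomerization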
# Target sequence (Q14289 whole entry, looked up): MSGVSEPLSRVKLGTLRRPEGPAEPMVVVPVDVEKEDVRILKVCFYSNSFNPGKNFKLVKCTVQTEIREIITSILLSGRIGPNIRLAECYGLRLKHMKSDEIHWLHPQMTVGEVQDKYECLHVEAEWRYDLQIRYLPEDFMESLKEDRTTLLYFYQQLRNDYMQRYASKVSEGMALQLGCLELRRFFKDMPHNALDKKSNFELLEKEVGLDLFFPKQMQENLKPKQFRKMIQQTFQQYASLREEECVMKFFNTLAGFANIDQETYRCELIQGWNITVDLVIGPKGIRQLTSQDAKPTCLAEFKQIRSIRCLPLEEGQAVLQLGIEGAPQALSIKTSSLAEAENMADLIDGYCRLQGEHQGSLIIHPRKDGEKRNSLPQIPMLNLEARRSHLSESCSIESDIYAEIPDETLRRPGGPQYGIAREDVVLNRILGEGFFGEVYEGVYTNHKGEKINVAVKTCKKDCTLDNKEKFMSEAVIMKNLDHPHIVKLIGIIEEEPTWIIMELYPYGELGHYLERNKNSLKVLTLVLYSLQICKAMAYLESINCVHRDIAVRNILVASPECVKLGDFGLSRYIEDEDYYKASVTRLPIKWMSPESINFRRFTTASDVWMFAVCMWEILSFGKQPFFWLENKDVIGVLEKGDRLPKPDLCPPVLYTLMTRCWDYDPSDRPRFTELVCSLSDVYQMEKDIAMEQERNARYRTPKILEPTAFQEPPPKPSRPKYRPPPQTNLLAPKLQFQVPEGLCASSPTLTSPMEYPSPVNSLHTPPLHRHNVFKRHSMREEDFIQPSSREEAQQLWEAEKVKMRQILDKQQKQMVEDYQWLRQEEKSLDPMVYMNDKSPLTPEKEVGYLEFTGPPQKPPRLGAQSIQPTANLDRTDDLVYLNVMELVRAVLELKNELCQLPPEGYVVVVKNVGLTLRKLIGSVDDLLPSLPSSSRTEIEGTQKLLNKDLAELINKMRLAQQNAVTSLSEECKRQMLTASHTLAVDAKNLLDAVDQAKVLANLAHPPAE
# Mac1 fbg enh = enhancers of human CD11b/CD18 binding to fibrinogen. P05107+P11215. K562 CD11b/CD18 adhesion to fibrinogen, ATPlite luminescence. 0.07% of 93,000 active. AID 1499. activation, % at 10 µM;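 active = 10 µM primary screen giving 50% or more activity, confirmed by 40% or more on retest at that dose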; note: strong numbers were not always called active; reference of the scale not given here
# MT1-MMP txn act = MT1-MMP promoter transcription activation; activation factor at 10 µM; HT1080 MT1-MMP promoter luciferase reporter, luminescence, overnight; active compounds read high; 0.16% of 86,000 active;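 active = activation factor of at least 2 for MT1-MMP transcription at 10 µM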
# Mac1 fbg inh = inhibitors of human CD11b/CD18 binding to fibrinogen; 0.54% of 93,000 active; inhibition, % at 10 µM; AID 1497; K562 CD11b/CD18 adhesion to fibrinogen, ATPlite luminescence; Mn2+ added to activate the integrin;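 active = primary inhibition of 50% or more at 10 µM, then 40% or more on retest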; note: some results filed as inactive read as strong as hits
# PLAP act = activators of human placental alkaline phosphatase. P05187. purified PLAP enzyme, luminescent substrate read-out; active compounds read high. activation fold at 20 µM. 1.2% of 96,000 active. AID 696; in the data active = activation fold above about 2
# CYP2C9 activ = CYP2C9 (human) activation; P11712; activation factor at 5 µM; 1.4% of 96,000 active; recombinant CYP2C9, luciferin-H conversion, luminescence; active compounds read high; factor 1 = untreated enzyme, 0 = blocked;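 active = activation factor of 2 or more for CYP2C9 at a 5 µM dose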;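 note: 0 = sulfaphenazole-blocked wells and 1 = vehicle-only wells; values of inactives mirror those of a sister screen read the other way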
# CYP2C19 inhib = blocks human cytochrome P450 2C19; P33261; CYP2C19 Supersomes, luciferin-H EGE luminescence, 30 min; inhibition, % at 5 µM; 21% of 96,000 active; AID 778;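 active = CYP2C19 inhibition above a set limit at 5 µM in the primary screen, cut at about 50% in these data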;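 note: plate controls were negative control wells for no effect and 2.5 mM tranylcypromine positive control for full effect; values of inactives mirror those of a sister screen read the other way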
# Starred values were filed as active, the others as inactive; nt = not tested or not shown; & = joins results of further samples.
CYP2C19 act	CYP2C9 inhib	Pyk2 oligo antag	Mac1 fbg enh	MT1-MMP txn act	Mac1 fbg inh	PLAP act	CYP2C9 activ	CYP2C19 inhib	compound
0.2	61*	1.1	-8	nt	25	1.2	0.4	79*	Cc1cccc(S(=O)(=O)N2CN(Cc3ccco3)c3nc4ccccc4nc32)c1
0.8	75*	-0.39	5	1.1	1	1.8	0.2	20	CCCCCCN1C(=O)C(O)=C(C(C)=O)C1c1ccc(Cl)cc1 (centres undefined)
1	13	0.5	1	nt	-8	1.1	0.9	3	O=C(c1ccccc1)N1CCN(C(=O)c2ccc(OC(F)(F)F)cc2)CC1
0.9	14	-0.28	2	1	23	1.4	0.9	14	COc1ccc(OCC(=O)Nc2ccc(S(=O)(=O)Nc3cc(C)nc(C)n3)cc2)cc1
0.3	-15	-0.5	0	1	-7	1	1.1	71*	O=S(=O)(NCC1CCCO1)c1ccc(Br)s1 (centres undefined)
1.1	-39	0.46	0	1.1	-20	1.1	1.4	-15	O=C(O)CC(C(=O)NC1CCCCC1)C1CCCO1 (centres undefined)
0.9	-164	-0.63	nt	nt	nt	1.1	2.6*	14	COc1ccccc1/C=C/C(=O)NC(=S)N(C)C1CCCCC1
0.8	51*	-0.06	7	1.2	-4	1.1	0.5	23	COc1ccc(N2CCN(C(=O)c3cc4c(-c5cccc(OC)c5)nn(C)c4s3)CC2)cc1
0.9	-59	0.22	-4	1.2	0	1	1.6	7	O=C(Oc1ccc2c3c(c(=O)oc2c1)CCC3)c1ccco1
1	12	1.2	-5	1.1	-2	1.5	0.9	-3	COc1cc(NC(=O)c2ccc(Cl)cc2)c(OC)cc1NC(=O)CN1CCOCC1
1	4	-0.51	4	1.1	-25	1.1	1	2	CN(C(=O)c1cccc(C#N)c1)c1nnc(C2CCOC2)s1 (centres undefined)
0.3	80*	-0.72	-3	1	-1	1.7	0.2	65*	OC1(c2ccccc2F)CCN(Cc2nnnn2CCc2ccccc2)CC1
0.4	26	0.89	-1	nt	-8	1.3	0.7	58*	S=C(Nc1ccccc1)Nc1ccc(Cl)cc1Cl
1.1	-12	nt	8	1.1	1	0.9	1.1	-7	CCN1CCN(C2CCN(C(C)=O)CC2)CC1
0.9	20	nt	0	1.1	15	1.7	0.8	7	Cc1oc(-c2ccc(Cl)cc2)nc1CN1CCC(C(=O)N2CCN(Cc3ccccc3)CC2)CC1
0.9	28	-0.77	-8	1.2	-13	1	0.7	12	O=C(CCSc1ccccc1)Nc1nc2c(s1)CCCC2
0.4	32	0.1	-1	1.1	-13	1.1	0.7	63*	CC1(C)CC(=O)C2=C(C1)OC(N)=C(C#N)C2c1ccsc1 (centres undefined)
0.2	20	0.36	-5	1.1	16	0.8	0.8	84*	CCc1ccc(S(=O)(=O)Nc2c(C)nn(C)c2C)cc1
1	-5	-0.38	-2	1	10	0.8	1.1	-3	O=C(c1ccco1)N1CCN(c2cc(C(F)(F)F)nc3ncnn23)CC1
0.7	16	0.93	-5	nt	-4	1.1	0.8	32	CC(C)NC(=O)COC(=O)c1cc(F)c(F)cc1Cl
0.2	38	-1.4	-4	1	-8	1.5	0.6	76*	O=C(c1ccco1)N1CCN(C(=O)C2Cc3ccccc3CN2S(=O)(=O)c2ccc(F)cc2)CC1 (centres undefined)
1	49	0.67	-2	nt	-9	1	0.5	4	Cc1ccc(C(=O)NNC(=S)NC(=O)c2ccc(Cl)cc2Cl)cc1
1.3	-4	-0.43	0	1.1	22	1	1	-26	CCOCCc1nnc(NC(=O)CN2C(=O)c3ccccc3C2=O)s1
0.7	38	-0.49	-1	nt	-10	1.4	0.6	31	COC(=O)c1ccc(C(=O)OC)c(NC(=O)COC(=O)CC2CC3CCC2C3)c1 (centres undefined)
1	23	-0.85	0	nt	-1	1.2	0.8	5	O=C(Nc1nccs1)c1ccc(-c2ccccc2Cl)o1
0.8	-6	-1.2	-2	1.7	4	1.3	1.1	16	O=C(Nc1cccc(Br)c1)c1ccn[nH]1
0.9	0	-0.29	-1	nt	-44	1.4	1	15	C(=N\Nc1nc(N2CCOCC2)nc(N2CCOCC2)n1)/c1cccnc1
0.3	53*	0.47	-2	1.1	-44	0.8	0.5	68*	Nc1nnc(SCC(=O)N2CCN(Cc3ccccc3)CC2)s1
0.3	-2	0.58	-4	1.1	-1	0.9	1	74*	CC1CN(c2nnnn2-c2ccccc2)CC(C)O1 (centres undefined)
0.5	35	0.48	-3	1.4	31	0.9	0.7	49	O=C1CC(c2cccs2)Sc2nc3ccccc3n21 (centres undefined)
0.9	20	-0.09	nt	1.7	nt	1	0.8	12	COc1cccc(N2CCN(c3ncccn3)CC2)c1
0	84*	1.7	-1	1.1	15	0.8	0.2	98*	CCc1c(C(=O)Nc2ccncc2)csc1C
0.3	-29	-1.4	0	1	-6	1.4	1.3	69*	CCC(C)c1cc(S(=O)(=O)N2CCOCC2)ccc1OC (centres undefined)
0.7	39	-1	2	1.2	-5	0.9	0.6	29	CCn1c(=O)n(CC(=O)Nc2cccc(OC)c2)c(=O)c2ccccc21
0.5	28	-2.3	nt	nt	nt	1	0.7	46	COc1ccc(/C=N/NC(=O)c2cccc(Br)c2)cc1Cn1cc(Cl)cn1
0.2	89*	0.85	0	1.1	-7	1.6	0.1	84*	Cc1ccc(Cl)cc1N1CCN(C(=O)C2(S(=O)(=O)c3ccc(Cl)cc3)CC2)CC1
1	26	nt	0	1.2	-2	1.5	0.7	-2	Cc1ccc2c(c1)-c1c(cnn1CC(=O)Nc1ccccc1N1CCN(C)CC1)CO2
1	-7	-0.5	-2	1.4	-4	0.9	1.1	0	COc1ccc(NC(=O)N2CCN(S(C)(=O)=O)CC2)cc1OC
0.9	14	0.11	-2	nt	5	1.2	0.9	14	CC(=O)N1CCN(C(=O)CCc2nc3ccccc3c(=O)[nH]2)CC1
1	7	nt	37	nt	1	0.9	0.9	-3	COCCNC(=O)c1onc(CSc2ccccc2F)c1C(=O)O
0.2	2	-0.25	1	1.1	-2	1.9	1	76*	COC(=O)Nc1ncc(CN2CCc3ccccc3C2)s1
1	-6	-0.24	-5	1	-2	0.9	1.1	-1	CNC(=O)C1CCC(=O)N1Cc1ccccc1Cl (centres undefined)
0.6	81*	nt	-5	1.2	9	1.4	0.2	40	Cc1cccc(-n2ncc3c(N4CC(C)CC(C)C4)ncnc32)c1 (centres undefined)
1	0	-0.97	-3	1.1	-2	1	1	-2	Cc1cc(-c2ccccc2C(=O)O)on1
1	4	-0.01	4	1	-7	0.9	1	1	CCOCCOC(=O)CCSc1n[nH]c(=O)[nH]c1=O
0.9	28	-1.2	-2	1.1	-8	1.1	0.7	7	CC(C)(C)c1cnnn1-c1ccc(-c2csc(N)n2)cc1
0.1	93*	-1.8	-4	1	5	1.1	0.1	95*	COC(=O)c1cc2ccsc2n1CC(=O)N1CCCc2ccccc21
1	15	-1.4	-1	1	17	0.9	0.9	-4	O=c1cc(CSc2nnnn2-c2ccccc2)nc(Nc2ccc(F)cc2)[nH]1
1	-6	-0.68	nt	1.1	nt	1.2	1.1	-1	CCN(CC)C(=O)Oc1ccccc1NC(C)=O
0.6	51*	-0.15	0	nt	1	1	0.5	45	CCn1c(=S)[nH]c2cc(S(=O)(=O)N3CCCCC3)ccc21

# Five entries picked at random from the list so far, as already listed:
CYP2C19 act	CYP2C9 inhib	Pyk2 oligo antag	Mac1 fbg enh	MT1-MMP txn act	Mac1 fbg inh	PLAP act	CYP2C9 activ	CYP2C19 inhib	compound
0.3	-29	-1.4	0	1	-6	1.4	1.3	69*	CCC(C)c1cc(S(=O)(=O)N2CCOCC2)ccc1OC (centres undefined)
1	-6	-0.24	-5	1	-2	0.9	1.1	-1	CNC(=O)C1CCC(=O)N1Cc1ccccc1Cl (centres undefined)
0.1	93*	-1.8	-4	1	5	1.1	0.1	95*	COC(=O)c1cc2ccsc2n1CC(=O)N1CCCc2ccccc21
1	-6	-0.68	nt	1.1	nt	1.2	1.1	-1	CCN(CC)C(=O)Oc1ccccc1NC(C)=O
1	15	-1.4	-1	1	17	0.9	0.9	-4	O=c1cc(CSc2nnnn2-c2ccccc2)nc(Nc2ccc(F)cc2)[nH]1

# Taken from above:
# CYP2C19 inhib with `CCn1c(=S)[nH]c2cc(S(=O)(=O)N3CCCCC3)ccc21` reads 45
# Mac1 fbg enh with `CC1CN(c2nnnn2-c2ccccc2)CC(C)O1` (centres undefined) reads -4
# CYP2C9 inhib with `Cc1cccc(-n2ncc3c(N4CC(C)CC(C)C4)ncnc32)c1` (centres undefined) reads 81*
# CYP2C19 inhib with `Cc1ccc2c(c1)-c1c(cnn1CC(=O)Nc1ccccc1N1CCN(C)CC1)CO2` reads -2

# The list goes on:
CYP2C19 act	CYP2C9 inhib	Pyk2 oligo antag	Mac1 fbg enh	MT1-MMP txn act	Mac1 fbg inh	PLAP act	CYP2C9 activ	CYP2C19 inhib	compound
0.8	-4	-0.08	-1	1.1	3	1.1	1	17	Cc1cc(C)n(C(=O)c2ccc(C)o2)n1
1.2	-7	1.6	11	1	0	1.1	1.1	-18	COc1ccc2cc(C(=O)O)ccc2c1
0.9	34	0.39	0	1	7	1.1	0.7	6	CCn1c(CC(=O)Nc2ccc(C)cc2)nnc1SCC(=O)N1CCN(c2ccccc2)CC1
1&1.3	6&-3	0.36&-0.35	4&-5	1.1	-10&2	1.1&0.9	0.9&1	-4&-29	CC(/C=C\c1cccnc1)=C/C(=O)O
1.2	34	0.53	-1	nt	-7	1.1	0.7	-22	COc1ccc(NC(=O)COC(=O)C23CCC(=O)N2c2ccccc2S3)cc1 (centres undefined)
1.1	-11	1.7	6	1.3	-11	1.1	1.1	-9	Cc1ccc2nc(NC(=O)CN3CCOCC3)sc2c1
0.7	37	0.94	3	1.1	4	1.2	0.6	30	COc1ccc(-c2nc(-n3c(C)c(C(C)=O)c(C(C)=O)c3C)sc2C)cc1
1	29	0.63	-2	nt	-39	1	0.7	0	COc1cc(C(=O)NCc2nnc(SCC(=O)NCc3ccccc3)o2)cc(OC)c1OC
0.8	6	nt	-2	1.2	-23	0.9	0.9	15	CSC1=NCCN1C(=O)c1ccc(S(=O)(=O)N(C)C)cc1
0.9	11	-0.03	1	1.4	-2	1.2	0.9	10	Cc1ccc(-n2c(C)cc(C(=O)OCC(=O)N(CC(C)C)C3CCS(=O)(=O)C3)c2C)cc1 (centres undefined)
0.8	-1	-0.01	1	1.3	6	1	1	19	COc1ccc2c(c1)OC(O)(C(F)F)CC2=O (centres undefined)
0.6	31	-1.9	2	1.1	4	1.1	0.7	40	COC(=O)C1=C(C)N(C)C(=O)NC1c1cc(Cl)cc(Cl)c1OC (centres undefined)
0.2	62*	0.35	-1	1.1	-16	0.8	0.4	81*	O=C(Nc1ccc2c(c1)OCO2)c1ccc(Cl)s1
0.6	13	0.72	-1	1.2	-4	1.1	0.9	44	O=C(O)CCCCCNS(=O)(=O)c1c(Cl)cccc1Cl
0.6	2	1.4	-2	1	-21	0.9	1	40	Cc1ncsc1CCSc1n[nH]c(=O)n1-c1ccccc1
1	16	0.29	0	nt	-3	0.8	0.8	-1	CCOC(=O)c1nn(-c2ccccc2C)c2nc(-c3ccc(C)cc3)c(C#N)c(=O)n12
0.8	42	-1.8	-4	1.1	0	1	0.6	16	COC(=O)CC1(c2cccc3ccccc23)C(=O)c2ccccc2C1=O
0.9	79*	-1.7	2	1.1	-29	1	0.2	10	CC(C)(C)n1nnnc1C(c1cccs1)N1CCN(c2ccccc2)CC1 (centres undefined)

# Complete entries as entered above. Screens in order: CYP2C19 act | CYP2C9 inhib | Pyk2 oligo antag | Mac1 fbg enh | MT1-MMP txn act | Mac1 fbg inh | PLAP act | CYP2C9 activ | CYP2C19 inhib
# Shown for Cc1ccc(C(=O)NNC(=S)NC(=O)c2ccc(Cl)cc2Cl)cc1 : 1 | 49 | 0.67 | -2 | nt | -9 | 1 | 0.5 | 4
# Shown for Nc1nnc(SCC(=O)N2CCN(Cc3ccccc3)CC2)s1 : 0.3 | 53* | 0.47 | -2 | 1.1 | -44 | 0.8 | 0.5 | 68*

# Assay outcomes deposited in PubChem BioAssay by Sanford-Burnham Center for Chemical Genomics.
